# D3 antag = D3 dopamine receptor (human) antagonism; D3R cells, DiscoveRx beta-arrestin luminescence, antagonist mode; active compounds read low; max response, negative = inhibition, %; 360,000 tested, 2.5% active; P35462; in the data active = max response below about -50%; inconclusive = no clear call, values can overlap the other calls; also: % is scaled to controls: 0 for no effect and ±100 for the full control effect; mostly tested at two doses, the higher about 12 µM
# Target sequence (P35462 whole entry, looked up): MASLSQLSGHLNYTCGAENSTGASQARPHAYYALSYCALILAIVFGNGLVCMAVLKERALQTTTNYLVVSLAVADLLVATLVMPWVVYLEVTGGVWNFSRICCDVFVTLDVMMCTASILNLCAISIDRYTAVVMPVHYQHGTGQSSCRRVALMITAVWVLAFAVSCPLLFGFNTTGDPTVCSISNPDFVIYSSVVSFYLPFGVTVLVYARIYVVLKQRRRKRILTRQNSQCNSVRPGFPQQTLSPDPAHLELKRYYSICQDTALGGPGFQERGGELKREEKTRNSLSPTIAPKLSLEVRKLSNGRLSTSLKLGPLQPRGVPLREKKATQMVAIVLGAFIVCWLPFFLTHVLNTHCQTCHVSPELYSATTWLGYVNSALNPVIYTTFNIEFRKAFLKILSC
#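 Cells plated overnight at 1500 cells/well, then exposed to library compounds with dopamine controls for 90 minutes at 37 degrees C. DiscoveRx reagent added for 30–60 minutes at room temperature; luminescence read, quantitative HTS format.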
# Abeta yeast res = A-beta toxicity reversal in yeast | yeast expressing A-beta42, growth rescue, OD600, 48 h; response scale: 0% DMSO, 100% iron-clioquinol control | Potency, µM (doses to about 46.1 µM), for inactives: at the highest dose growth rescue, usual class: activators | 410,000 tested, 0.063% active | AID 1347071; also: potency is read from the fitted curve at half-maximal effect; nearly all actives have a fitted effect of over 55% in size
#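 Growth rescue measured by 600 nm absorbance after 48 h yeast culture at 30 C with compound. Values normalized between DMSO and an equimolar ferric chloride plus clioquinol control.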
# DRD3 agonist = activates the human D3 dopamine receptor. max activation, %. P35462. D3R DiscoveRx beta-arrestin cells, luminescence, 90 min. 410,000 tested, 0.58% active. AID 652048; in the data active = max activation above about 30%; also: 0% is about no effect; mostly tested at two doses, the higher about 12 µM
#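 Agonist mode: compounds and dopamine controls were applied to plated cells for 90 min at 37 degrees C after an overnight attachment at 1500 cells/well. Luminescent read-out followed 30 - 60 minutes at room temperature with DiscoveRx detection reagent.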
# EPAC2 antagonist = blocks human EPAC2 exchange factor. Q8WZA2. EPAC2 GEF exchange of Rap1B-BODIPY-GDP, fluorescence. Potency, µM (highest dose often 114 µM), for the others: at the highest dose activity, negative = inhibition, actives largely listed as inhibitors. 360,000 tested, 0.18% active; also: potency is read from the fitted curve at half-maximal effect; % is scaled to controls: 0 for no effect and ±100 for the full control effect; nearly all actives have a fitted effect of over 45% in size; many of its hits are not listed in these tables
# aSyn rescue = alpha-synuclein toxicity inhibition in yeast. AID 652106. Yeast expressing alpha-synuclein, growth rescue, BacTiter-Glo, 24 h. Potency, µM (doses to about 46.1 µM), inactives show at the highest dose growth rescue (activation), most hits filed as activators. 370,000 tested, 0.14% active; also: potency is read from the fitted curve at half-maximal effect; % of control where 0% means no effect; nearly all actives have a fitted effect of over 65% in size
#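 Rescue of yeast growth: cells expressing toxic alpha-synuclein, induced in galactose at OD600 0.02, incubated with compound 24 h at 30 C. ATP luminescence quantified growth; inhibitors of toxicity appear as activators.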
# FUS yeast rescue = FUS proteinopathy suppression in yeast | Potency, µM (top dose mostly 76.6 µM), inactives show top-dose growth rescue (activation), hits mostly activators | 390,000 tested, 0.24% active | S. cerevisiae FUS-expressing, growth rescue, OD600, 24 h | AID 1347120;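 also: potency is read from the fitted curve at half-maximal effect; plate controls were DMSO vehicle for no effect and reference control for full effect; nearly all actives have a fitted effect of over 55% in size; some results filed as inactive show a strong effect at the top dose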
#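 Cultures pregrown in 2.5% raffinose medium are shifted to minimal medium containing 2% galactose to express toxic FUS. Compounds are tested at several concentrations. After 24hr at 30C, growth is quantified at 600 nm absorbance.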
# EPAC2 agonist = EPAC2 (human) agonism. Q8WZA2. EPAC2 activation, biochemical qHTS; response scale: 100% = 6.5 mM cAMP response. Potency, µM (highest dose often 154 µM), without a hit: top-dose activation, most hits filed as activators. 360,000 tested, 0.079% active. AID 720711; also: potency is read from the fitted curve at half-maximal effect; nearly all actives have a fitted effect of over 50% in size
#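 In this primary screen, activation is scored as increased exchange of BODIPY-GDP from Rap1B by 100 nM EPAC2, with 50 uM GDP as competitor. Signal is normalized to the 6.5 mM cAMP agonist control.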
# TDP43 rescue = inhibitors of TDP-43 toxicity in yeast; TDP-43 expressing yeast growth rescue, BacTiter-Glo, 24 h; Potency, µM (highest dose often 46.1 µM), without a hit: at the top dose growth rescue (activation), usual class: activators; 410,000 tested, 1.8% active; AID 652104; also: potency is read from the fitted curve at half-maximal effect; % of control where 0% means no effect; nearly all actives have a fitted effect of over 50% in size
#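 In this qHTS, compounds that restore growth of yeast expressing TDP-43 appear as activators. Cells (OD600=0.02, galactose medium, raffinose-pregrown) are incubated with compound 24 hr at 30 deg C and growth is quantified by BacTiter-Glo.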
# An asterisk follows results filed as active; ? = inconclusive; · = not tested or not shown; & = joins results of further samples; [ ] = dose if it differs, or a comment. Unless noted, calls follow the shape of the dose curve; as a rule, active = well fitted curve in the direction sought with a large enough effect; inconclusive = small, poorly fitted or top-dose-only effect, or another doubt; inactive = no such curve, though single readings can be large; an effect the other way counts as inactive or inconclusive. The list is partial; rates above refer to the full screens.
cpd	Molecule	D3 antag	Abeta yeast res	DRD3 agonist	EPAC2 antagonist
1	CCOC(=O)c1[nH]c2ccc(C)cc2c1N=CN(CC)CC	61	15%	1	18%
2	O=C(N/N=C/c1ccc([N+](=O)[O-])o1)c1ccc(O)cc1	2	-7%	13&12	-17%
3	C=CCn1c(O)c(N=Nc2ccccc2[N+](=O)[O-])c2ccccc21	0	0%	2	-3%
4	O=C(Nc1ccccc1)Nc1cc(S(=O)(=O)N2CCOCC2)ccc1N1CCCC1	-8	13%	0	-2%
5	CCN1CCN(c2nc3c(S(=O)(=O)c4ccc(Br)cc4)nnn3c3ccsc23)CC1	·	-17%	6	·
6	O=C(NNC(=O)c1ccccc1F)c1ccc2nc[nH]c2c1	14	-10%	-1	-2%
7	CCN(CC)C(=O)CSc1nnc(-c2ccco2)n1N	-15	-3%	1	4%
8	C[C@@H](NC(=O)[C@@H]1CCCN1C(=O)[C@@H]1CCCN1C(=O)c1ccc(Cl)cc1)c1ccccc1	7	7%	1	4%

cpd	aSyn rescue	FUS yeast rescue	EPAC2 agonist	TDP43 rescue
1	-8%	6%	16%	-6%
2	3%	15%	2%	7%
3	1%	3%	-6%	?
4	-16%	16%	12%	5%
5	·	16%	·	4%
6	7%	8%	-6%	-4%
7	0%	3%	4%	12%
8	-1%	-3%	-3%	9%

# Next compounds:
cpd	Molecule	D3 antag	Abeta yeast res	DRD3 agonist	EPAC2 antagonist
9	CC1CN(c2nc3ccccn3c(=O)c2C=O)CC(C)O1 (stereo unspecified)	-24	?	-7	5%
10	CC(C)c1ccc(CC(=O)N2CCC2(C)C(=O)NS(=O)(=O)c2ccc(F)cc2F)cc1 (stereo unspecified)	-1	-20%	-1	14%
11	c1ccc(Cn2cc(-c3cccnc3)cn2)cc1	0	-73%[inhibitor]	1	6%
12	COc1ccccc1NC(=O)C(Sc1ccccc1)c1ccccc1 (stereo unspecified)	6	14%	10	-5%
13	COc1cccc(N2[C@@H](CC(=O)O)c3ccc(/C=C/C(=O)O)cc3S2(=O)=O)c1	5	-2%	-5	24%
14	COC(=O)C(C)Sc1ccc2nnc(-c3cccc(F)c3)n2n1 (stereo unspecified)	-18	-16%	-3	-1%
15	O=S(=O)(NCC(c1ccccc1)N1CCc2ccccc21)c1ccc(Cl)cc1 (stereo unspecified)	·	-15%	-8	·
16	Cc1ccccc1N(CC(=O)NC1CCCC1)C(=O)CS(=O)CC(=O)Nc1ccc2c(c1)OCO2 (stereo unspecified)	5	3%	-1	5%

cpd	aSyn rescue	FUS yeast rescue	EPAC2 agonist	TDP43 rescue
9	-5%	-35%	10%	2%
10	0%	-4%	0%	13%
11	-59%[inhibitor]	-18%	1%	?
12	14%	16%	20%	-18%
13	-5%	-3%	5%	11%
14	-2%&6%	-7%	8%	-8%
15	·	?	·	11%
16	-5%	14%	-1%	-26%

# Record cards, as listed above. Values in the order: D3 antag, Abeta yeast res, DRD3 agonist, EPAC2 antagonist, aSyn rescue, FUS yeast rescue, EPAC2 agonist, TDP43 rescue
# Shown for COC(=O)C(C)Sc1ccc2nnc(-c3cccc(F)c3)n2n1 (stereo unspecified) → -18, -16%, -3, -1%, -2%&6%, -7%, 8%, -8%
# Shown for O=S(=O)(NCC(c1ccccc1)N1CCc2ccccc21)c1ccc(Cl)cc1 (stereo unspecified) → ·, -15%, -8, ·, ·, ?, ·, 11%

# The list continues:
cpd	Molecule	D3 antag	Abeta yeast res	DRD3 agonist	EPAC2 antagonist
17	CCC1(N(C(C)=O)c2ccc(OC)cc2)C(=O)c2ccccc2C1=O	14	-17%	-9	10%
18	Cc1cccc(/C=C2\CCC(=C3SCCCS3)C2=O)c1	7	9%	2	-3%
19	COc1cc(/C=N/NC(=O)c2cccc(N3CCCC3=O)c2)ccc1O	-2	-22%	6	0%
20	O=C(NCc1ccccc1C(F)(F)F)C1CC(c2ccc(C(F)(F)F)cc2)=NO1 (stereo unspecified)	3	11%	19	-15%
21	Cc1cc(C)nc(N(C#N)CCOc2ccc(Cl)cc2)n1	6	-60%[inhibitor]	-4	-3%
22	Oc1cccc(/C=N\Nc2nncc(-c3ccccc3)n2)c1	-6	-12%	-3	2%
23	Cc1cc2oc(C(=O)Nc3c(C)n(C)n(-c4ccccc4)c3=O)cc(=O)c2cc1C	·	-3%	11	·
24	CN(CCCC(=O)Nc1nccs1)S(=O)(=O)c1ccc(Cl)cc1	-14	-4%	-4	-1%

cpd	aSyn rescue	FUS yeast rescue	EPAC2 agonist	TDP43 rescue
17	12%	-11%	1%	-26%
18	4%	1%	2%	-9%
19	-6%	12%	1%	-29%
20	11%	12%	-8%	26%
21	-43%[inhibitor]	72%	17%	18µM*
22	-5%	-3%	0%	7%
23	·	0%	·	0%
24	1%	-4%	7%	25%

# Carrying on.
cpd	Molecule	D3 antag	Abeta yeast res	DRD3 agonist	EPAC2 antagonist
25	COc1cc(/C=N\NC(=O)c2ccc(Cn3cc(Br)c([N+](=O)[O-])n3)o2)cc(OC)c1O	-5	5%	-1	-1%
26	COC(=O)[C@]12CCCCC=C1N(CCc1ccc(OC)c(OC)c1)C(=O)[C@H](CC(=O)NCCCCc1ccccc1)C2	-22	-3%	-14	9%
27	CC1CC[C@@]2(OC1)O[C@H]1CC3[C@@H]4C[C@@H](O)[C@@]5(O)C[C@@H](O)[C@H](O)C[C@]5(C)[C@H]4CC[C@]3(C)[C@H]1[C@@H]2C (stereo partly specified)	-2	-13%	9	-7%
28	CC(Cc1ccccc1)NC(=O)CCNNC(=O)c1ccncc1 (stereo unspecified)	-22	-2%	-7	-1%
29	CCOc1c(N2CC(C)OC(C)C2)c(=O)c1=O (stereo unspecified)	6	-3%	12	2%
30	CC1(C(=O)O)CCCN(C(=O)c2ccc(F)cc2Cl)C1 (stereo unspecified)	0	6%	4	0%
31	O=C1C2CCCN2C(c2ccccc2F)N1c1ccc(F)cc1 (stereo unspecified)	3	10%	16	17%
32	COc1cccc(/C=N/n2c(=S)n(C)c3ccccc32)c1OC	0	-6%	-1	-2%

cpd	aSyn rescue	FUS yeast rescue	EPAC2 agonist	TDP43 rescue
25	0%	·	1%	-6%
26	3%	8.9µM*	10%	8%
27	-8%	8%	0%	-7%
28	-2%	-6%	12%	6%
29	-1%	-13%	3%	-6%
30	-10%	-19%	5%	17%
31	3%	1%	4%	-7%
32	·	-5%	9%	7%

# (cont.)
cpd	Molecule	D3 antag	Abeta yeast res	DRD3 agonist	EPAC2 antagonist
33	Nc1nc(N2CCOCC2)nc(N(c2ccccc2)c2ccccc2)n1	?	-18%	-5	21%
34	COc1ccc(-n2cc(CN(C)Cc3n[nH]c(=O)[nH]3)c(-c3cccc(F)c3)n2)cc1	1	-9%	0	10%
35	COc1ccc(NC(=O)N[C@H]2CC[C@@H](CC(=O)NC3CCC3)O[C@@H]2CO)cc1	13	4%	7	5%
36	CC1(c2ccc3ccccc3c2)NC(=O)N(CC(=O)N2CCCC(C(F)(F)F)C2)C1=O (stereo unspecified)	-5	-5%	-4	-5%
37	Cc1ccc(S(=O)(=O)NCCSc2nnnn2C)cc1	14	-8%	0	12%
38	Cc1cc2ncn(/N=C/c3cccnc3)c2cc1C	14	-8%	0	14%
39	COc1ccc(/C=C/C(=O)OCC(=O)NC2CCCC2)c(OC)c1	9	-3%	2	0%
40	COC(=O)c1sccc1NN1C(=O)c2ccccc2C1=O	8	21%	3	-2%

cpd	aSyn rescue	FUS yeast rescue	EPAC2 agonist	TDP43 rescue
33	1%	-15%	5%	-10%
34	1%	-13%	1%	-10%
35	0%	-13%	-2%	12%
36	-2%	6%	12%	-2%
37	-6%	16%	2%	-23%
38	-5%	9%	-1%	1%
39	2%	3%	9%	20%
40	1%	-26%	-2%	?

# (cont.)
cpd	Molecule	D3 antag	Abeta yeast res	DRD3 agonist	EPAC2 antagonist
41	CCC(=O)N1CC(C)C(=O)Nc2ccccc21 (stereo unspecified)	5	-6%	0	2%
42	O=C(O)CC(NC(=O)C1c2ccccc2Oc2ccccc21)c1ccc(Cl)cc1 (stereo unspecified)	6	13%	4	4%
43	O=C(O)Cn1c(=O)c2c3c(sc2n(Cc2ccc(F)cc2)c1=O)CCCC3	17	-19%	-5	-20%
44	O=C(NC1CC1)c1ccc(C2SCC(=O)N2Cc2ccccc2)cc1 (stereo unspecified)	-2	-22%	-10	1%
45	CC1=NN(C(=O)c2ccccc2)C(O)(c2ccc(Br)cc2)C1 (stereo unspecified)	-5	-39%[inhibitor]	4	-4%
46	COc1ccc(S(=O)(=O)N2CCN(CC(=O)NC(C)c3cccs3)CC2)cc1 (stereo unspecified)	?	0%	-8	14%
47	CCOc1ccc(-c2noc(=O)[nH]2)cc1	15	-14%	4	11%
48	N#CC(C#N)=C1CCCc2sccc21	2	-8%	2	-1%

cpd	aSyn rescue	FUS yeast rescue	EPAC2 agonist	TDP43 rescue
41	-1%	-12%	15%	0%
42	3%	2%	7%	12%
43	1%	21%	7%	-18%
44	0%	5%	2%	-16%[0.397 µM]
45	-6%	3%	-1%	-15%
46	-25%	8%	6%	-16%
47	2%	-4%	4%	3%
48	2%	·	-2%	?

# Filtered by structure, those above with a Cl atom (6)
cpd	Molecule	D3 antag	Abeta yeast res	DRD3 agonist	EPAC2 antagonist
8	C[C@@H](NC(=O)[C@@H]1CCCN1C(=O)[C@@H]1CCCN1C(=O)c1ccc(Cl)cc1)c1ccccc1	7	7%	1	4%
15	O=S(=O)(NCC(c1ccccc1)N1CCc2ccccc21)c1ccc(Cl)cc1 (stereo unspecified)	·	-15%	-8	·
21	Cc1cc(C)nc(N(C#N)CCOc2ccc(Cl)cc2)n1	6	-60%[inhibitor]	-4	-3%
24	CN(CCCC(=O)Nc1nccs1)S(=O)(=O)c1ccc(Cl)cc1	-14	-4%	-4	-1%
30	CC1(C(=O)O)CCCN(C(=O)c2ccc(F)cc2Cl)C1 (stereo unspecified)	0	6%	4	0%
42	O=C(O)CC(NC(=O)C1c2ccccc2Oc2ccccc21)c1ccc(Cl)cc1 (stereo unspecified)	6	13%	4	4%

cpd	aSyn rescue	FUS yeast rescue	EPAC2 agonist	TDP43 rescue
8	-1%	-3%	-3%	9%
15	·	?	·	11%
21	-43%[inhibitor]	72%	17%	18µM*
24	1%	-4%	7%	25%
30	-10%	-19%	5%	17%
42	3%	2%	7%	12%

# Bioassay records as filed in PubChem BioAssay.
